# Bioassay records: PubChem, Broad Institute
# F508del corr: correctors of CFTR F508del function in bronchial epithelial cells; AID 720511; CFBE cells, YFP halide quenching; stimulated with forskolin plus potentiator P3; % fluorescence drop versus neutral controls; actives 0.36% (n = 350,000); activity (quench increase), % at 7.58 µM;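 active = mean added fluorescence quench of at least 8% versus neutral control, with both replicates also reaching 8%; inconclusive = only one of the mean or replicate conditions met; inactive = mean below 8% and not both replicates reaching 8%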;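 also: cells transiently co-express mutant CFTR-F508del with the halide-sensitive YFP; corrector assay measuring rescue of mutant channel to the surface after 24 h compound exposure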
# ERp5 block: blocks human ERp5 reductase activity on insulin; Q15084; ERp5 insulin aggregation, absorbance 650 nm, 90 min; inhibition, % at 9.99 µM; actives 0.05% (n = 350,000); AID 651711;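 active = mean replicate inhibition above about 25%, with every replicate also reaching it, limit read from the data, passing the limit was not always enough; inconclusive = only one of those two criteria met; inactive = neither criterion met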
# Target sequence (Q15084 whole entry, looked up): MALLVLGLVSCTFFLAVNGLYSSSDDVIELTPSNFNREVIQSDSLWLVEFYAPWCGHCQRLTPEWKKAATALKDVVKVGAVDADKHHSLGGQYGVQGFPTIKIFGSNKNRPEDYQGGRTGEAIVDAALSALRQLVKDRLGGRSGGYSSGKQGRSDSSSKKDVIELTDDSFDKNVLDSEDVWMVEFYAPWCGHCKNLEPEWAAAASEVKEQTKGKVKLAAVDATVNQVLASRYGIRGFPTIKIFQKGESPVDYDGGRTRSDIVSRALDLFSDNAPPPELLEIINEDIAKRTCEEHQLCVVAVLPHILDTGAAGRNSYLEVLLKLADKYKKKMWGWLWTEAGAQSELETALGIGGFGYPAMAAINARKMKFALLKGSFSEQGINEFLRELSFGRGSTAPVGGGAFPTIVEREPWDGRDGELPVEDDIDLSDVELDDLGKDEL
# ARNT-TACC3 inh: disruptors of human ARNT/TACC3 interaction; AlphaScreen His-ARNT PAS-B/GST-TACC3 binding, luminescence; TACC3 fragment carries E629A point mutation; inhibition, % at 9.99 µM; actives 0.66% (n = 390,000); AID 623870;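 active = mean inhibition of replicates at least 50% and at least half of replicates each reaching 50%; inconclusive = half or more replicates reach 50% but mean below 50%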;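 also: 0% = complete ARNT plus TACC3 wells and 100% = ARNT alone without TACC3; many hits fall short of the cut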
# XiGFP reactiv: activators of X-chromosome reactivation in mouse fibroblasts; XiGFP mouse fibroblasts, % GFP-positive cells imaging, 3 d; cells co-treated with 5-aza-dC sensitizer; scaled so ellipticine positive control = 100%; activation, % at 7.58 µM; actives 0.055% (n = 360,000);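 active = mean normalized replicate activation at least 10% and every replicate at or above 10%; inconclusive = only one of the two criteria met; inactive = mean below 10% and not all replicates reach 10%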;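 also: 0% = median of on-plate neutral control wells and 100% = ellipticine 6 µM median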
#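 Material: XiGFP fibroblasts, SV40-immortalized. Buffer or medium: DMEM plus 5-aza-dC sensitizer. Compound: single concentration per compound, delivered by pin transfer. Times: 3 days compound exposure. Controls: ellipticine 6 µM.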
# PAX8 inh HTS: lowers PAX8-driven luciferase in RMG-I cells | AID 652154 | RMG-I TPO-luciferase reporter, SteadyGlo, 24 h | inhibition, % at 12.6 µM | actives 1.2% (n = 360,000);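 active = mean replicate inhibition at least 60% with every replicate also reaching 60%; inconclusive = only one of the two criteria is met; inactive = mean below 60% and not all replicates reaching 60%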;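 also: luciferase light reporting Pax8 driven TPO promoter activity; plate controls were median of neutral control wells for no effect and mitoxantrone controls for full effect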
# DENV2 CPE: protects cells from dengue virus 2 cytopathic effect | DENV2-infected cells, cytopathic effect rescue, plate reader | CPE inhibition, % at 9.99 µM | actives 1.7% (n = 350,000) | AID 651640; in the data active = CPE inhibition above about 20%, passing the limit was not always enough; inconclusive = no clear call, values can overlap the other calls; tested in BHK-21 cells;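 also: 0% = median of neutral control wells and 100% = median of positive control wells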
# GSIS activator: GLuc luminescence reporter in INS-1E cells, primary screen for activators of glucose-dependent secretion of insulin; INS-1E GLuc reporter insulin secretion, 2-3 h; activation, % at 16.6 µM; actives 0.61% (n = 370,000); AID 743287;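 active = lowest replicate activation of at least 40%, so every replicate reaches that level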;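 also: 0% = median of neutral control wells and 100% = median of IBMX positive control wells; some compounds called inactive have numbers as strong as hits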
# EWS-Fli block: blocks EWS/Fli oncoprotein-driven transcription; A673 NR0B1-luciferase reporter, viability-normalised; inhibition, % at 12.6 µM; actives 0.67% (n = 350,000); AID 651661;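 active = mean inhibition of at least 50% after viability correction, with every replicate also passing that limit; inconclusive = mean reaches 50% but only one of two replicates passes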;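 also: firefly luciferase signal divided by Alamar Blue viability fluorescence both relative to DMSO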
# Starred values were filed as active, the others as inactive; ? = inconclusive; . = no result given; + = active, no number; & = joins results of further samples; ! = not confirmed by another sample.
mol,F508del corr,ERp5 block,ARNT-TACC3 inh,XiGFP reactiv,PAX8 inh HTS,DENV2 CPE,GSIS activator,EWS-Fli block
COc1ccc(N2CCN(S(=O)(=O)CCNS(=O)(=O)c3ccccc3)CC2)cc1,-1.7,-0.6,-2.3,0.0,16.9,-7.3,-11.4,0.1
C/C(=N\Nc1nc(Nc2ccccc2)nc(N2CCOCC2)n1)c1cccs1,.,-3.4,18.5,0.1,26.3,2.6,14.6,7.6
CC(=O)N/C(=C\c1ccccc1)C(=O)OCc1ccccc1,0.6,2.1,3.3,0.1,4.0,1.8,23.0,.
CCOC(=O)c1ccc(N/N=C/c2cc(Br)cc([N+](=O)[O-])c2O)cc1,1.1,-2.7,-10.0,-0.1,-1.9,10.6,6.8,-3.5
COc1cccc(CNC(=O)c2ccc(NC3=NC4CS(=O)(=O)CC4S3)cc2)c1 (stereo not drawn),-0.6,-0.7,-21.2,0.1,4.5,11.2,8.5,.
Cc1ccc(/C=N/NC(=O)c2nnn(-c3nonc3N)c2CSc2ccc(Cl)cc2)cc1,-3.9,12.2,-14.0,0.3,10.1,-3.9,15.2,2.9
Cc1cccc(NC(=O)CSc2ccc(C(N)=O)cc2[N+](=O)[O-])c1C,.,1.8,-4.4,-0.2,6.5,.,0.7,16.4
O=C(C[C@@H]1CC[C@H]2[C@@H](COC[C@@H](O)CN2Cc2ccccc2)O1)N1CCOCC1,-3.8,0.3,8.6,-0.1,-3.6,1.6,-1.2,1.3
CN1CCN(c2ccc(S(=O)(=O)N3CCCCC3)cc2NC(=O)/C=C/c2ccc(Cl)c([N+](=O)[O-])c2)CC1,0.5,2.0,18.8,0.2,87.7*,-2.2,-55.9,15.2
COc1cc(/C=N\NC(=O)OC(C)(C)C)ccc1OC(=O)c1ccco1,-1.8,-1.1,5.8,0.1,1.2,-5.4,-21.9,-70.3

# Whole records, quoted from the list.
# Results for Cc1ccc(/C=N/NC(=O)c2nnn(-c3nonc3N)c2CSc2ccc(Cl)cc2)cc1 → F508del corr: -3.9; ERp5 block: 12.2; ARNT-TACC3 inh: -14.0; XiGFP reactiv: 0.3; PAX8 inh HTS: 10.1; DENV2 CPE: -3.9; GSIS activator: 15.2; EWS-Fli block: 2.9
# Results for Cc1cccc(NC(=O)CSc2ccc(C(N)=O)cc2[N+](=O)[O-])c1C → F508del corr: .; ERp5 block: 1.8; ARNT-TACC3 inh: -4.4; XiGFP reactiv: -0.2; PAX8 inh HTS: 6.5; DENV2 CPE: .; GSIS activator: 0.7; EWS-Fli block: 16.4

# Next records
mol,F508del corr,ERp5 block,ARNT-TACC3 inh,XiGFP reactiv,PAX8 inh HTS,DENV2 CPE,GSIS activator,EWS-Fli block
Cc1ccc(S(=O)(=O)N(CC(=O)O)Cc2ccccc2)cc1,-2.0,2.2,-6.2,.,.,-1.8,11.8,9.0
Cc1cc(C)n(-c2nc3ccccc3n3c(C)nnc23)n1,0.1,3.0,0.8,0.0,14.3,0.4,33.8,-2.0
Cc1ccccc1CN(CC(=O)Nc1cccc([N+](=O)[O-])c1)S(=O)(=O)c1ccc(Cl)cc1,.,1.5,-1.0,0.1,-0.7,.,-12.3,23.1
COc1ccc(S(=O)(=O)N2CCOCC2)cc1NC(=O)CSc1nnc(C2CC2)n1N,0.9,1.1,1.9,0.0,-27.6,1.4,-7.3,4.6
O=C(Nc1ccc(C(F)(F)F)cc1)N1[C@@H]2CNC[C@H]1C2c1ccc(/C=C/c2ccccc2)cc1 (stereo partly drawn),-2.5&-1.0,0.4&-0.7,.,0.0&0.0,-80.8&-11.5,2.1&-3.0,+!,-17.6
O=C1CC2(CCCC2)CC(=O)N1c1ccccc1,.,10.8,-7.4,0.2,4.2,5.8,-8.1,5.6
Cc1noc(C)c1S(=O)(=O)Nc1ccc2c(c1)C(=O)N([C@H](C)CO)C[C@@H](C)[C@@H](CN(C)C(=O)CCCN(C)C)OCCCC[C@H](C)O2,-1.8,.,-8.1,0.2,4.9,-3.9,20.1,-9.8
COc1ccc(NC(=O)CN(C)C(=O)c2cccc(NS(=O)(=O)c3ccc(Br)cc3)c2)cc1,0.9,-4.5,1.9,0.5,1.3,-8.0,-16.7,6.3
CCNC(=O)NC1(C(=O)N2CCC(Cc3ccccc3)CC2)CCCCC1,3.4,3.5,0.5,0.0,7.0,-6.7,1.4,-0.5
COc1ccc2c3c([nH]c2c1)[C@H](CO)N(C(=O)Nc1ccc(F)cc1)CC31CN(CC2CCOCC2)C1,-4.4,-1.8,.,0.3,.,11.1,6.0,3.0
Cc1cc(C)cc(-n2cc(C(=O)O)c(=O)cc2C)c1,4.5,-0.6,.,0.2,15.0,8.2,-29.5,5.8
CCOCCn1c(CN2CCN(C)CC2)nc2c1c(=O)n(C)c(=O)n2C,0.7,2.7,2.8,0.0,-21.0,-6.1,5.2,0.6
C[C@@H]1CN([C@@H](C)CO)C(=O)c2cc(NC(=O)Nc3cccc4ccccc34)ccc2O[C@@H](C)CCCCO[C@@H]1CN(C)S(=O)(=O)c1ccc(Cl)cc1,2.4,2.0,-5.4,0.3,10.2,-12.5,15.3,1.7
COc1ccc(C(O)c2nc(-c3cccc(O)c3)cs2)cc1 (stereo not drawn),-0.4,-1.5,.,-0.1,11.1,-6.7,.,-8.3
CC(C)NC(=O)N(C)C[C@H]1OCCCC[C@H](C)Oc2ccc(NC(=O)Cc3ccccc3)cc2C(=O)N([C@H](C)CO)C[C@H]1C,0.2,-1.8,105.7*,.,6.4,0.7,.,.
Cc1ccc(NC(=O)CNC(=O)C2CCCCC2)nc1,-2.5,4.9,-1.2,0.0,9.1,-2.7,0.2,3.7
CC(OC(=O)c1cccc(-n2cnnn2)c1)C(=O)Nc1ccccc1F (stereo not drawn),-4.5,-1.6,.,0.0,-4.6,-7.1,-10.5,-0.5
C/C(CC(=O)Nc1ccc2c(c1)OCCO2)=N\NC(=O)COc1ccccc1C,-2.0,4.6,.,0.2,9.1,-4.8,-2.2,-15.0
COc1cccc(S(=O)(=O)N(C)C[C@H]2Oc3cc(C#CCN(C)C)ccc3S(=O)(=O)N([C@@H](C)CO)C[C@H]2C)c1,0.6,1.2,-3.0,0.2,.,-1.3,-4.1,3.9
O=C(/C=C\c1ccco1)Oc1cccc2cccnc12,.,-0.4,28.5,0.2,-1.0,-3.7,-2.6,12.6

# By substructure, the entries above with a furan ring, fused or not (two)
mol,F508del corr,ERp5 block,ARNT-TACC3 inh,XiGFP reactiv,PAX8 inh HTS,DENV2 CPE,GSIS activator,EWS-Fli block
COc1cc(/C=N\NC(=O)OC(C)(C)C)ccc1OC(=O)c1ccco1,-1.8,-1.1,5.8,0.1,1.2,-5.4,-21.9,-70.3
O=C(/C=C\c1ccco1)Oc1cccc2cccnc12,.,-0.4,28.5,0.2,-1.0,-3.7,-2.6,12.6

# (continued)
mol,F508del corr,ERp5 block,ARNT-TACC3 inh,XiGFP reactiv,PAX8 inh HTS,DENV2 CPE,GSIS activator,EWS-Fli block
CO[C@H]1CN(C)C(=O)c2ccc(NC(=O)NC(C)C)cc2OC[C@H](C)N(Cc2ccc(-c3ccccn3)cc2)C[C@H]1C,3.3,-3.7,4.1,0.1,9.6,68.2*,-10.2,4.1
COc1ccccc1NC(=O)COn1nnc2ccc(S(=O)(=O)N3CCOCC3)cc21,1.8,-3.1,-9.2,0.0,13.9,0.0,10.7,5.0
O=C(NCc1ccccc1Cl)c1[nH]c(C(F)(F)F)nc1-c1ccccc1,0.0,5.7,.,0.1,-14.0,3.7,.,12.2
O=C(C1CCC(CNc2c(N3CCCCC3)c(=O)c2=O)CC1)N1CCN(c2ccccn2)CC1 (stereo not drawn),-0.7,-0.8,-9.3,0.4,-26.6,?,-4.8,-13.2
Cc1ccc(Sc2ncccc2C(=O)NCc2cc([N+](=O)[O-])ccc2O)c(C)c1,0.4,0.8,8.1,-0.1,4.5,-5.7,-29.9,-4.9
C[C@@H]1CN([C@@H](C)CO)S(=O)(=O)c2ccc(C#CC3CCCC3)cc2O[C@@H]1CN(C)C(=O)Cc1ccncc1,-3.6,-8.6,15.9,0.7,-20.9,3.5,-3.5,12.3
CCC(C)(C)NC(=S)Nc1ccccc1C,-3.6,-0.6,-11.7,-0.9,-8.1,-1.4,-10.5,-1.2
C[C@H](CO)N1C[C@H](C)[C@@H](CN(C)S(C)(=O)=O)OCCCC[C@H](C)Oc2ccc(NS(=O)(=O)c3ccc(F)cc3)cc2C1=O,-1.2,-9.6,-9.5,-0.3,11.4,-11.2,11.8,-9.2
O=C(Cc1cccnc1)N1CC(=O)N2[C@H](C1)[C@H](c1ccc(C3=CCCC3)cc1)[C@@H]2CO,-4.1,3.0,.,0.2,-12.2,36.2*,-4.7,1.5
C#CCOCCOCCOCCNc1nc(N2CCN(C(=O)[C@H](CCCCN)n3cc([C@@H](N)CO)nn3)CC2)nc(N2CCN(C(=O)[C@H](Cc3ccc(O)cc3)n3cc([C@@H](N)CC(C)C)nn3)CC2)n1,2.9,-5.0,38.2*,0.0,1.2,-2.9,8.7,-1.5
CCOc1cc(C=O)cc(Br)c1OCC(=O)NCCc1ccccc1,1.1,3.9,.,0.1,15.0,-5.2,-10.8,-5.9
O=C(O)/C=C/C(=O)N1CCN(S(=O)(=O)c2cc(C(F)(F)F)ccc2Cl)CC1,-0.1,1.0,-21.6,0.4,0.5,?,-15.9,-9.4
O=C(CN(Cc1ccco1)C(=O)CNS(=O)(=O)c1ccc(F)cc1)NCc1ccccc1,1.9,0.8,-0.8,0.5,3.3,3.2,4.9,3.6
C[C@H](NC(=O)C[C@H]1C=C[C@@H](NC(=O)Cc2ccccn2)[C@@H](CO)O1)c1ccccc1,3.9,-1.0,1.0,0.0,.,5.3,18.4,.
O=C(c1cccc(F)c1)N1CC2(C1)[C@H](c1ccccc1)[C@@H](CO)N2C(=O)C1CCCC1,2.3,1.9,.,0.3,.,-6.6,-1.0,1.5
O=C(C1CCC1)N1C[C@H]2[C@@H](c3ccccc31)[C@H](CO)N2C(=O)Cc1ccccn1,-1.0,-2.5,21.1,-0.1,18.5,32.8*,0.9,2.7
Cc1cc(-c2nnc(CCC(=O)N(C)CCc3ccccc3)o2)no1,-0.2,0.1,-0.8,0.0,-45.9,-0.6,.,-17.1
C[C@@H]1CN([C@@H](C)CO)C(=O)c2cc(-c3cncnc3)cnc2O[C@H]1CN(C)C(=O)CN1CCOCC1,0.3,-2.9,32.2,-0.7,10.1,-4.1,-5.8,0.0
CC(C)(C)c1ccc(COn2ccnc2)cc1,-3.1,-2.8,-3.5,0.0,16.3,-4.6,16.5,0.5
COc1ccccc1NC(=O)N1CC(=O)N2[C@@H](CO)[C@H](c3ccc(C#CC4CC4)cc3)[C@@H]2C1,1.2,6.9,.,0.0,-15.3,-4.9,-1.9,-2.1
O=C1CC(NS(=O)(=O)c2cccs2)CN1c1ccc(Cl)cc1 (stereo not drawn),-3.7,-2.2,9.2,0.5,-16.6,2.0,2.7,-3.4
COc1ccc2ccccc2c1C(=O)/C=C\c1ccoc1,.,.,-0.8,0.7,6.5,.,0.0,.
Cc1ccc(C)c(NC(=S)c2ccc3ccccc3n2)c1,.,-6.2,-5.2,0.0,-159.5,-6.5,-5.3,-21.2
O=C(NCCCn1ccnc1)c1ccc(Br)cc1,0.2,0.3,3.5,0.1,-5.0,-2.9,-4.0,-3.3
CCn1c(Cc2ccccc2)nnc1SCc1cccc(C(=O)O)c1,.,7.3,4.9,-0.1,-35.9,8.0,.,42.0
